TPT1 inhibitor = inhibitors of Candida albicans tRNA 2'-phosphotransferase TPT1 | inhibition, % at 5 µM | 300,000 tested, 0.81% active | recombinant caTPT1, FP RNA substrate dephosphorylation;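 active means inhibition above the mean of all tested compounds plus 3 SD, set per screening campaign, cut at about 24% in these data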;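 further: plate controls were DMSO alone for no effect and ferristatin control at 100 nM for full effect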
PP1 inh = PP1-alpha (human) inhibition in PP5 counter-screen; AID 2235; P62136; 320,000 tested, 0.9% active; inhibition, % at 6.7 µM; purified PP1alpha, OMFP fluorescence;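 active means inhibition above the mean inhibition of all tested compounds plus 3 SD, computed separately for each screening campaign, cut at about 15% in these data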
PP5 inh = PP5 (human) phosphatase inhibition; purified PP5c, OMFP substrate fluorescence; 320,000 tested, 0.18% active; inhibition, % at 6.7 µM;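 active means inhibition above the campaign's mean inhibition across all tested compounds plus 3 SD, cut at about 9.5% in these data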;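 further: 0% = DMSO only and 100% = 100 µM cantharidin control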
Target sequence (P53041 whole entry, looked up): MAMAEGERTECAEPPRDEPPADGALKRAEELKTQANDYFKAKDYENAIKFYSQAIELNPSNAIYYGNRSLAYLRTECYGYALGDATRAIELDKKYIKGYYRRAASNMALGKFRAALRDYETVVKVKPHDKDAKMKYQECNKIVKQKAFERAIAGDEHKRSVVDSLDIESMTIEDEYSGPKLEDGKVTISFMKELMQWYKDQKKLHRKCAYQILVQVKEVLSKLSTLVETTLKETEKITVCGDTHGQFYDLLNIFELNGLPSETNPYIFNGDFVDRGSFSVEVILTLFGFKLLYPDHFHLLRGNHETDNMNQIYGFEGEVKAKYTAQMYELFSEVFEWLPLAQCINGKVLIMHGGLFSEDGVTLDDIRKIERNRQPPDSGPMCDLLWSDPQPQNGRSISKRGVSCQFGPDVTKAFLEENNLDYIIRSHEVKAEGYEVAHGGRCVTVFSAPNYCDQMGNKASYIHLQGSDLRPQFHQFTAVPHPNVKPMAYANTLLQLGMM
PAFAH2 inh = inhibitors of human PAFAH2; recombinant PAFAH2, FP-rhodamine activity probe, fluorescence polarization; inhibition, % at 3.39 µM; 340,000 tested, 0.99% active;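 active means inhibition above the mean over all tested compounds plus 3 SD, cut at about 30% in these data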;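 further: inhibitors block probe labeling of enzyme so polarization drops; 0% = enzyme with DMSO and 100% = wells lacking PAFAH2 protein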
AHR act = activates the human aryl hydrocarbon receptor; P35869; activation, % at 5 µM; 320,000 tested, 2.5% active; AHR-responsive luciferase reporter cells, luminescence; in the data active means activation above about 47%;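 further: 0% = vehicle wells and 100% = reference agonist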
proCasp7 act = counter-screen for procaspase-3 activators: activators of human procaspase-7. recombinant procaspase-7, Ac-DEVD-pNA absorbance 405 nm; D23A/D198A/D206A triple mutant, cannot self-cleave; scale: DMSO 0, 5 µM enzyme 100. activation, % at 8.5 µM. 330,000 tested, 0.093% active;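 active means percent activation above the screen-wide mean plus 3 SD, cut at about 25% in these data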
Target sequence (P55210 whole entry D23A/D198A/D206A): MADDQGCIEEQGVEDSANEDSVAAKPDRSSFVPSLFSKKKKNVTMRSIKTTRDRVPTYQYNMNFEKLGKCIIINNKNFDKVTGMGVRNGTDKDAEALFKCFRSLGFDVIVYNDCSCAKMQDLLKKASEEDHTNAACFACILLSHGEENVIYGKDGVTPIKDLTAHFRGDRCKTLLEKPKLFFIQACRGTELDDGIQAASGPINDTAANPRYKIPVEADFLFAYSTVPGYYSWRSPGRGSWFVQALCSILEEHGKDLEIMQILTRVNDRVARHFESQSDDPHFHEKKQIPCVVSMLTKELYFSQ
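Assay system – Uncleavable procaspase-7 mutant enzyme · Quantity – 2 µM procaspase-7 mutant as dispensed · Times – 1 h preincubation, 2 h reaction · Dosing – single nominal 8.5 µM compound dose, 0.8% DMSO final · Buffer or medium – Zinc-free 50 mM HEPES buffer, pH 7.4, with NaCl and Triton X-100 · Detection – Epi-absorbance of released pNA at 405 nm, two timepoints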
proCasp3 act = activators of human procaspase-3; P42574; 330,000 tested, 0.11% active; activation, % at 8.5 µM; recombinant procaspase-3 D3A, Ac-DEVD-pNA absorbance 405 nm;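 active means activation above the mean of all tested compounds plus 3 SD, cut at about 21% in these data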;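 further: 0% = DMSO alone and 100% = DMSO wells spiked with extra 5 µM PC-3 D3A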
Target sequence (P42574 whole entry D9A/D28A/D175A): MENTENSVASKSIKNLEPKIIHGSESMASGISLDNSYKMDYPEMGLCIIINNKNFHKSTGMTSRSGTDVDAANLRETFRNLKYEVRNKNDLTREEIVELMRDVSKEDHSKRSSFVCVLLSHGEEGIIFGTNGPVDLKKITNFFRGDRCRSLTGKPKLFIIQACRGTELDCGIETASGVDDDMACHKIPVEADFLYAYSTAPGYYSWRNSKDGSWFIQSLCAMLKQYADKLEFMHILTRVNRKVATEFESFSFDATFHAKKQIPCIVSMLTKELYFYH
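Technique: 405 nm absorbance of p-nitroaniline, reads at 0 and 120 min; Test system: Procaspase-3 D3A mutant; Incubation: 1 h enzyme-compound preincubation, then 2 h substrate reaction, 25 °C; Repeats: singlicate, each compound tested once; Benchmarks: low control DMSO wells, high control DMSO plus 5 µM PC-3 D3A.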
Fh CTSL1 inh = counter-screen for PFM18AAP inhibitors: inhibitors of F. hepatica cathepsin L1 | recombinant F. hepatica cathepsin L1, Z-Leu-Arg-MCA fluorescence | inhibition, % at 5.96 µM | 300,000 tested, 0.49% active | AID 1906;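 active means inhibition above the mean of all tested compounds plus 3 SD, set per screening campaign, cut at about 17% in these data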;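 further: 0% = plate median of test compound wells and 100% = 1 µM Z-Phe-Ala-diazomethylketone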
HCV core dimer = HCV core protein dimerization inhibition | TR-FRET GST/Flag-core106 dimerization, 1536-well | inhibition, % at 5 µM | 300,000 tested, 0.33% active | AID 1899;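 active means inhibition above the mean of all tested compounds plus 3 SD, set per screening campaign, cut at about 45% in these data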
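Assay system: GST-tagged and Flag-tagged HCV core protein residues 1-106 / Times: compound-protein-antibody incubation 4 h at 22.5 °C / Signal: time-resolved FRET, ex 340 nm, em 617 and 671 nm / Evaluation: % inhibition based on acceptor/donor emission ratio / Benchmarks: wells lacking GST-core106 and wells with excess unlabelled core106 / Repeats: singlicate, one well per compound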
Active calls of the source: *; · = no result given.

SMILES	TPT1 inhibitor	PP1 inh	PP5 inh	PAFAH2 inh	AHR act	proCasp7 act	proCasp3 act	Fh CTSL1 inh	HCV core dimer
CCOC(=O)C1=C(c2ccccc2)NC(=S)NC1c1cccc([N+](=O)[O-])c1 (stereo unspecified)	-1.3	1.1	1.3	-8.0	-2.5	3.9	-0.6	0.7	9.9
Cc1cccc(N2C(=O)CS/C2=N\NC(=O)c2ccc(Br)cc2)c1C	-0.8	0.5	0.2	1.0	6.9	4.2	4.2	5.2	0.0
COC(=O)c1ccc(C2C(C(=O)c3ccc(C)o3)=C(O)C(=O)N2c2cc(C)on2)cc1 (stereo unspecified)	0.5	16.4*	0.9	-0.4	0.9	-82.9	-30.8	11.4	10.9
CN(CC(=O)NCCc1ccccc1)CC(=O)Nc1cccc(F)c1	·	·	·	4.3	0.6	-3.9	-2.3	·	·
CCOc1ccccc1NC1=C(Cl)C(=O)N(c2ccc(OC)cc2)C1=O	-1.1	-1.9	0.4	6.3	2.4	-18.6	-8.0	0.3	12.0
COc1ccc(C(=O)COC(=O)/C=C/c2ccccc2)cc1	-2.9	-2.7	3.5	-2.2	-0.8	-1.2	8.1	-5.2	10.3
COc1ccc(S(=O)(=O)Nc2ccccc2C(=O)NCc2cccnc2)cc1C	-0.8	-1.8	0.4	0.4	0.9	-7.1	1.7	2.5	2.8
Cc1ccc(C(=O)Nc2ccccc2C(=O)N2CCOCC2)cc1[N+](=O)[O-]	1.6	-0.3	2.4	-1.2	6.5	-0.3	-5.3	-0.7	-7.1
CC1CCN(C(=S)NCCc2ccccc2)CC1	1.1	-3.7	0.4	6.0	5.0	11.6	4.2	-5.4	0.8
CCCOC(=O)C1NC(=O)N2C(C(=O)OCCC)C(C)(C)S[C@H]12 (stereo partly specified)	-3.7	-1.0	-1.6	-9.7	0.0	5.3	6.1	4.5	-11.6
COc1ccc(/C(N)=N/OC(=O)c2cccs2)cc1OC	-0.6	-2.2	0.5	3.4	6.2	1.3	6.2	1.1	0.0
O=C(c1c(F)cccc1F)N1CCN(CCOc2ccccc2)CC1	-1.4	1.2	0.1	-3.2	0.2	9.8	0.8	0.2	6.2
CCOC(=O)c1cc2c(n(-c3ccc(Cl)cc3)c1=O)CCCC2=O	-2.1	-1.7	-0.7	2.1	-2.2	1.0	-0.4	5.4	0.1
Cc1nc(-c2ccc(S(=O)(=O)N3CCOCC3)cc2)cs1	-0.1	-2.6	-4.9	0.5	31.2	-6.2	-8.5	-1.5	3.7
COc1ccc(C(C)=O)cc1COC(=O)c1ccc2ccccc2n1	0.9	2.1	1.9	-3.5	4.2	8.6	8.8	-4.5	0.3
N#CC(/C(=N/S(=O)(=O)c1cccs1)c1ccccc1)c1nc2ccccc2[nH]1 (stereo unspecified)	1.1	0.4	1.9	16.3	1.6	6.4	-4.0	2.0	0.1
O=C(CNc1cccc([N+](=O)[O-])c1)NCCCc1ccccc1	4.2	-0.9	0.8	-1.8	1.8	11.7	2.6	-0.6	-7.9
Cc1nnc(SCC(=O)Nc2nnc(SCc3cccc(Br)c3)s2)s1	-6.7	13.2	1.1	-1.2	3.1	2.0	3.6	2.4	3.5
CCOc1cc(CNC(=O)CN2C(=O)c3ccccc3S2(=O)=O)ccc1OC	5.0	-1.7	1.5	-1.6	0.9	4.0	-10.2	-0.9	-5.3
CCC(C)(C)NC(=O)CN(C(=O)CCC(=O)Nc1ccccn1)c1ccc(F)c(Cl)c1	-1.8	-5.0	0.2	3.4	3.3	-4.3	3.7	1.8	2.0
CCOc1nc(N=C(N)N)nc2c(C)cccc12	-1.0	0.7	0.5	2.5	48.7*	9.2	3.8	2.1	-9.7
O=C(O)C1C2C=CC(C2)C1C(=O)NCc1ccc(Cl)cc1Cl (stereo unspecified)	-0.3	-4.7	-0.6	2.8	0.0	-10.1	6.4	-5.1	16.4
O=C(Nc1ccc(N2CCOCC2)cc1)c1ccc2nc(-c3ccco3)c(-c3ccco3)nc2c1	-6.2	-3.4	2.1	0.5	4.2	5.3	-9.4	4.9	13.6
O=C(CC1C(=O)NCCN1Cc1cccc(Oc2ccccc2)c1)NCCc1ccncc1 (stereo unspecified)	0.3	-10.3	2.6	10.7	3.0	-10.3	7.1	-2.3	0.9
CCOC(=O)C(CC)Sc1nnc2n1C(C)(C)Cc1ccccc1-2 (stereo unspecified)	-2.2	-0.5	-0.5	2.0	-0.7	-3.1	8.2	2.2	-2.1
COc1ccc(C2/C(=C(\O)c3ccc4c(c3)OCCO4)C(=O)C(=O)N2Cc2cccnc2)cc1OC (stereo unspecified)	-2.3	-1.6	1.1	-0.2	3.3	-30.7	-15.9	1.7	-1.8
NC(=S)Nc1cc(Cl)cc(Cl)c1	0.8	-2.6	-1.0	·	0.1	0.7	1.8	5.7	-1.7
CN(C)c1ccc(P(=O)(OCc2ccccc2)C(O)c2ccccc2)cc1 (stereo unspecified)	-7.8	-3.5	-0.4	-2.2	3.7	3.5	3.5	-3.1	3.3
CC(C)CC(=O)NC(=S)Nc1ccc(S(=O)(=O)NC(C)(C)C)cc1	0.3	3.4	0.1	-3.4	-1.2	4.7	3.2	-0.2	-0.2
Cn1c(N)c(C(=O)CSc2nc(C3CC3)n(-c3ccccc3)n2)c(=O)[nH]c1=O	·	2.2	1.8	6.6	0.2	7.0	1.1	·	·
CCOc1ccc(Cl)cc1/C=C1/C(=O)ON=C1C	-0.2	-1.9	-2.0	6.3	1.0	-7.9	3.4	1.2	2.1
O=c1c2[nH]cnc2n(-c2ccc(F)cc2)c(=O)n1Cc1ccccc1	-1.9	4.1	1.9	3.9	1.9	-15.5	4.9	-1.5	0.2
CCOC(=O)c1cc(S(=O)(=O)N2CCC(C)CC2)cn1C	-0.8	-5.0	0.7	4.6	-0.5	7.6	-1.8	0.7	-7.1
Cc1cccc(C)c1NC(=O)CSc1nc(C)c(CC(=O)c2ccc(Br)cc2)c(C)c1C#N	0.5	-3.7	-0.5	1.0	1.4	3.4	8.1	3.4	69.9*
CCC/C(C)=N\Nc1nc2c(c(=O)n(C)c(=O)n2C)n1C	-1.9	2.4	1.9	·	10.1	0.9	3.4	-1.3	2.3
CCS(=O)(=O)c1ccc(O)c(NC(=O)Nc2ccccc2OC)c1	0.6	-4.5	5.0	46.5*	9.4	2.6	6.9	1.5	-23.0
CC1CC(C)CN(S(=O)(=O)c2ccc(C(=O)OCC(=O)NCCN3C(=O)CSC3=O)cc2)C1 (stereo unspecified)	3.0	1.0	0.0	2.1	-1.7	7.2	-0.3	0.1	8.0
CC(=O)c1c(C)[nH]c(C(=O)NCc2ccco2)c1C	-2.5	-1.7	-2.3	-8.6	12.3	7.2	-1.6	1.6	-1.9
Cc1cc(C)cc(NC(=O)CSc2nc(=O)n3cc(C)ccc3n2)c1	-0.9	-1.9	-0.7	8.6	-1.7	6.2	-1.9	-3.8	-2.3
COc1ccccc1CC(=O)O/N=C(\N)Cc1cccc2ccccc12	2.0	5.2	12.0*	34.5*	7.3	-0.8	0.7	0.5	0.9

Part of the list above in a different format:
| Compound | TPT1 inhibitor | PP1 inh | PP5 inh | PAFAH2 inh | AHR act | proCasp7 act | proCasp3 act | Fh CTSL1 inh | HCV core dimer |
| --- | --- | --- | --- | --- | --- | --- | --- | --- | --- |
| Cc1cccc(C)c1NC(=O)CSc1nc(C)c(CC(=O)c2ccc(Br)cc2)c(C)c1C#N | 0.5 | -3.7 | -0.5 | 1.0 | 1.4 | 3.4 | 8.1 | 3.4 | 69.9* |
| CCC/C(C)=N\Nc1nc2c(c(=O)n(C)c(=O)n2C)n1C | -1.9 | 2.4 | 1.9 | · | 10.1 | 0.9 | 3.4 | -1.3 | 2.3 |

Further compounds follow.
SMILES	TPT1 inhibitor	PP1 inh	PP5 inh	PAFAH2 inh	AHR act	proCasp7 act	proCasp3 act	Fh CTSL1 inh	HCV core dimer
COCCn1c(=S)[nH]c2cc(C(=O)N3CCN(c4ccc(F)cc4)CC3)ccc2c1=O	1.6	-2.5	4.4	-0.1	-3.9	-1.2	2.6	1.2	-5.0
COc1ccccc1NC(=S)NC1CCCC1	-2.9	-4.6	-1.2	-1.1	1.1	-4.3	-4.6	0.2	0.2
CC(=O)Nc1cccc(NC(=O)Cc2cccs2)c1	2.6	-5.0	6.3	1.4	1.5	3.3	-3.1	-2.0	23.1
O=C(Nc1cccc2c1CCCC2)c1ccccc1Br	0.4	2.5	-0.9	-3.9	4.3	10.3	5.8	5.6	-2.1
c1ccc(CNC23CC4CC(CC(C4)C2)C3)nc1	1.0	-4.2	0.7	1.0	-0.3	-1.7	3.8	-0.9	-5.6
O=C(CN1C(=O)c2cccnc2Oc2ccc(Cl)cc21)NCCC1=CCCCC1	2.1	-1.9	-1.1	0.9	1.2	-8.2	1.1	3.1	8.3
Nc1c(C(=O)c2ccccc2O)cnn1-c1ccc(S(=O)(=O)N2CCOCC2)cc1[N+](=O)[O-]	6.7	-3.6	0.9	·	8.9	7.7	3.0	-1.6	8.7
Cc1cc(=O)[nH]c(SCC(=O)c2ccccc2)c1C#N	51.1*	-2.2	1.4	6.2	29.6	-13.6	8.2	1.5	-12.4
CC1CCN(S(=O)(=O)c2ccc(C(=O)N3CCCCC3C(=O)O)cc2)CC1 (stereo unspecified)	·	0.2	0.4	-10.1	-1.6	-0.4	10.1	·	·
O=C(O)CCN1C(=O)c2ccc(NC(=O)CSc3ccc(Cl)cc3)cc2C1=O	-1.2	-1.2	2.3	1.2	2.3	6.4	-4.8	2.3	5.6
COc1ccc(Cl)cc1C(=O)NNC(=O)CNC(=O)c1ccco1	·	·	·	0.7	6.3	9.7	5.5	·	·
COC(=O)c1onc(-c2c(Cl)cccc2Cl)c1C(=O)OC	1.1	-0.1	-1.1	4.1	2.2	-1.0	6.3	3.0	-4.5
CC(C)(C)NC(=O)C(c1ccco1)N(C(=O)Cn1nnc(-c2ccc(F)cc2)n1)c1cccc(F)c1 (stereo unspecified)	1.9	-0.9	1.7	-8.3	3.2	-6.9	3.4	0.1	3.9
Cc1cc(C)c2c(n1)nn1c(NCCCN(C)C)cc(C)nc21	0.9	-3.3	1.4	1.9	4.9	0.6	-9.2	9.1	4.2
CCOC(=O)c1cc2c(ccn2-c2ccc(F)cc2)n1CC(=O)NC(C)(C)C	0.0	-1.6	-0.3	·	-0.6	-6.3	-4.5	1.6	9.3
CCOc1ccc(Cl)cc1CSc1n[nH]c(CC)n1	1.1	-1.7	-0.8	-1.9	29.9	5.8	-2.5	4.2	-0.6
CC(C)Cc1nc2sc3c(=O)n(N)cnc3c2c2c1COC(C)(C)C2	0.1	-0.9	2.6	-4.2	-1.4	-4.7	-3.2	0.5	-7.5
O=C(CSc1nnc(C23CC4CC(CC(C4)C2)C3)o1)Nc1ccc(N2CCOCC2)c(Cl)c1	0.1	0.7	3.2	5.1	1.0	0.4	6.2	-3.3	0.5
CN1CCN(C(=O)CCN2C(=O)/C(=C/c3ccc(F)cc3)SC2=S)CC1	4.3	-3.6	-0.2	-5.5	0.4	-15.2	-10.0	-2.2	-5.3

Taken from above:
For PAFAH2 inh, CC1CCN(S(=O)(=O)c2ccc(C(=O)N3CCCCC3C(=O)O)cc2)CC1 (stereo unspecified) is entered as -10.1
For PP5 inh, CC(=O)Nc1cccc(NC(=O)Cc2cccs2)c1 is entered as 6.3
